Screening results (PubChem)
TRHR ag – qHTS for Small Molecule Agonists and Allosteric Enhancers of Human TRH Receptor: Primary Screen for Agonists; Thyrotropin-releasing hormone receptor (Homo sapiens), P34981; TRHR cells, calcium flux fluo-8, FDSS agonist mode; activation, % at 2 µM; 360,000 compounds, 0.18% hits; AID 493084, 2011; in the data active = activation above about 30%; note: 0% is about no effect
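TRHR-expressing cells loaded with fluo-8 calcium dye; 23 nL library compound pin-transferred, kinetic FDSS fluorescence (Ex 480/Em 530) recorded about 180 s for agonist-induced calcium release, before a 10 nM TRH EC20 addition for potentiator mode.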
BLM helicase inh – qHTS Assay for Inhibitors of Bloom's syndrome helicase (BLM); RecQ-like DNA helicase BLM (Homo sapiens), P54132; recombinant BLM DNA unwinding, fluorescence dequenching; Potency, µM (highest dose often 56.1 µM), inactives show top-dose activity change, negative = inhibition, usual class: inhibitors; 350,000 compounds, 0.2% hits; AID 2528, 2010;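 note: potency is the fitted concentration of half-maximal effect; plate controls were vehicle for no effect and no enzyme for full effect; nearly all actives have a fitted effect of over 35% in size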
Anesthetic bind – qHTS Assay for Identification of Novel General Anesthetics; apoferritin/1-aminoanthracene competitive binding, fluorescence; Potency, µM (highest dose often 77.5 µM), without a hit: at the top dose activity change, negative = displacement, most hits filed as inhibitors; 350,000 compounds, 0.074% hits; AID 485281, 2010; Ferritin light chain (Equus caballus), P02791; note: potency is the fitted concentration of half-maximal effect; % is set by controls: 0 for no effect and ±100 for the full control effect; nearly all actives have a fitted effect of over 20% in size
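Concentration-response curves derived by four-parameter Hill fitting of normalized fluorescence, where compounds displaced 1-AMA from 10 uM horse apoferritin following a brief 10 min room-temperature incubation; propofol titration acted as positive control.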
Pol kappa inh – qHTS for Inhibitors of Polymerase Kappa | Potency, µM (titrated, usually from 107 µM), without a hit: at the highest dose activity, negative = inhibition, most hits filed as inhibitors | DNA polymerase kappa (Homo sapiens), Q9UBT6 | purified Pol kappa, fluorescent DNA synthesis assay, 10 min | 400,000 compounds, 0.53% hits; note: potency is the fitted concentration of half-maximal effect; % is set by controls: 0 for no effect and ±100 for the full control effect
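Kinetic fluorescence screen: compound preincubated 15 min RT with 10 nM enzyme; 50 nM substrate (final) initiates; reads at 0/10 min.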
ERG Ets-DNA blk – qHTS for Small Molecule Inhibitors of the ERG Ets/DNA interaction | Transcriptional regulator ERG (Homo sapiens), P11308 | fluorescence polarization, His-ERG Ets domain / labelled DNA | Potency, µM (highest dose often 76.9 µM), inactives show at the top dose FP activity, negative = inhibition, actives largely listed as inhibitors | 370,000 compounds, 0.028% hits; active = well fitted inhibition curve with a large enough effect in the polarisation, with a control signal flat; inconclusive = small, poorly fitted or top-dose-only effect, or effect the other way, or a change in a side signal; inactive = no such curve, though single readings can be large or run the other way; the % refers to the polarisation;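 note: polarization taken with two DNA probes labelled with fluorescein and Texas red; potency is the fitted concentration of half-maximal effect; % of control where 0% means no effect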
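His-tagged ERG Ets domain (1 uM in the protein solution; 300mM KCl, 50mM Tris-HCl, 1mM EDTA, 1mM DTT, pH 7.5) received compound, then a probe mix of 5 nM fluorescein-DNA and 100nM Texas-615-DNA. Fluorescence polarization was read for both dyes.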
ALOX12 inh – Primary qHTS assay for inhibitors of human arachidonate 12S-lipoxygenase (ALOX12): Round 2; Polyunsaturated fatty acid lipoxygenase ALOX12 (Homo sapiens), P18054; Potency, µM (highest dose often 108 µM), for inactives: at the top dose activity change, negative = inhibition, usual class: inhibitors; AID 1671190, 2021; purified 12hLO, xylenol orange hydroperoxide absorbance; 580,000 compounds, 1.1% hits; note: potency is the fitted concentration of half-maximal effect; % is set by controls: 0 for no effect and ±100 for the full control effect
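Purified human 12hLO at 150 nM in 25 mM Hepes, 0.01% Triton X-100, pH 7.0, preincubated 15 min at room temperature with compound. Reaction started with 40 uM arachidonic acid, 30 min at room temperature. Hydroperoxide measured by Fe-xylenol orange, 573/405 nm absorbance ratio.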
POLI inh – qHTS for Inhibitors of Polymerase Iota; DNA polymerase iota (Homo sapiens), Q9UNA4; Pol iota fluorescent replication assay, 10 min; Potency, µM (top dose mostly 115 µM), without a hit: at the highest dose activity, negative = inhibition, hits mostly inhibitors; 390,000 compounds, 1% hits; note: potency is the fitted concentration of half-maximal effect
Target sequence (Q9UNA4 whole entry, looked up): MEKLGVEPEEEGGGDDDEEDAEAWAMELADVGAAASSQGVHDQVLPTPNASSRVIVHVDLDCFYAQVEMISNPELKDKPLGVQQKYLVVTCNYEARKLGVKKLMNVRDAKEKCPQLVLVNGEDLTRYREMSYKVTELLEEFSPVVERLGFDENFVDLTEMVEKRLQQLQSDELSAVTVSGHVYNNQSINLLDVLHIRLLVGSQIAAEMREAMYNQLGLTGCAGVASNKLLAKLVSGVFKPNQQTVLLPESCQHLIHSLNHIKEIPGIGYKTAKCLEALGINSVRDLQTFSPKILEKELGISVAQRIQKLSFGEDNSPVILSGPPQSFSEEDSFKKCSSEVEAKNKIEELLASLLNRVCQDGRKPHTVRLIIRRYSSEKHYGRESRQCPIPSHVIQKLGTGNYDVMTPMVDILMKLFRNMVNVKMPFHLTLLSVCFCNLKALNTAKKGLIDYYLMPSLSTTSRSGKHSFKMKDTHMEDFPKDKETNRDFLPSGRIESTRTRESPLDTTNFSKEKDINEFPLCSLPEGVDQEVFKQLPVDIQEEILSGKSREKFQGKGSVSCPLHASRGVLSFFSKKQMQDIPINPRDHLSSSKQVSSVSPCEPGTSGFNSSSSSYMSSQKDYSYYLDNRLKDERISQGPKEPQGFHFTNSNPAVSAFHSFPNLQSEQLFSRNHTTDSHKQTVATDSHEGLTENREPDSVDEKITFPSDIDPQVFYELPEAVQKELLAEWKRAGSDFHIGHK
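Pol iota at 10 nM preincubated 15 min with compounds at room temperature; reaction started with fluorescent substrate, 50 nM final. Fluorescence read kinetically at 0 and 10 min; buffer-only wells as negative control.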
POLB inh – qHTS Assay for Inhibitors of DNA Polymerase Beta; P06746; Pol beta primer extension/strand displacement, fluorescence kinetic; Potency, µM (series often up to 114 µM), for inactives: at the top dose activity change, negative = inhibition, actives largely listed as inhibitors; 340,000 compounds, 1.3% hits; note: potency is the fitted concentration of half-maximal effect; % is set by controls: 0 for no effect and ±100 for the full control effect
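Curves were derived by four-parameter Hill fits of normalized qHTS data. The kinetic fluorescent primer-extension read was taken at 0 and 10 min after 50 nM substrate, following a 15 min room-temperature preincubation of 10 nM enzyme with compounds.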
APEX1 inh – qHTS Assay for Inhibitors of the Human Apurinic/apyrimidinic Endonuclease 1 (APE1); DNA repair nuclease/redox regulator APEX1 (Homo sapiens), P27695; recombinant APE1, TAMRA/BHQ-2 abasic DNA cleavage fluorescence; Potency, µM (titrated, usually from 65.8 µM), for the others: at the top dose activity change, negative = inhibition, most hits filed as inhibitors; 350,000 compounds, 0.35% hits;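 note: potency is the fitted concentration of half-maximal effect; plate controls were vehicle for no effect and reference inhibitor for full effect; nearly all actives have a fitted effect of over 55% in size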
Target sequence (P27695 whole entry, looked up): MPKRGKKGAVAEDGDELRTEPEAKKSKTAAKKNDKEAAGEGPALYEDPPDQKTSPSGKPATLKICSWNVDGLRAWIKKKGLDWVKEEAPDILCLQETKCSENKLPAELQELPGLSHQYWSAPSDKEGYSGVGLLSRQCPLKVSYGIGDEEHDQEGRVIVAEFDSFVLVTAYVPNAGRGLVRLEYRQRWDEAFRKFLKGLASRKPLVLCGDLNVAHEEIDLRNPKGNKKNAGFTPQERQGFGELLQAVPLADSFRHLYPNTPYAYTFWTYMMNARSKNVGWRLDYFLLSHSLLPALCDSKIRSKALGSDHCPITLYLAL
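Substrate: short duplex with […] THF abasic site, 5'-TAMRA and 3'-BHQ-2, 50 nM final. APE1 at 0.75 nM, preincubated 15 min RT with compound. Fluorescence increase from first to third read measured activity.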
Starred values were filed as active, the others as inactive; u = inconclusive; x = no result given; [ ] = dose if it differs, or a comment. Unless noted, calls come from the whole dose curve; as a rule, active = well fitted curve in the direction sought with a large enough effect; inconclusive = small, poorly fitted or top-dose-only effect, or another doubt; inactive = no such curve, though single readings can be large; an effect the other way counts as inactive or inconclusive.

entry	SMILES	TRHR ag	BLM helicase inh	Anesthetic bind	Pol kappa inh	ERG Ets-DNA blk	ALOX12 inh	POLI inh	POLB inh	APEX1 inh
1	Cc1ccc(C)c(CN2C(=O)c3ccccc3S(=O)c3ccc(C(=O)NCc4ccccc4)cc32)c1 (centres undefined)	0.6	-10%	-12%	-8%	1%	-23%	-2%	21%	x
2	Cc1cc(C)c(C#N)c(SCc2ccccc2F)n1	0.3	-8%	-13%	-23%	0%	-8%	34%[activator]	-1%	1%
3	O=C(c1cccc(Cl)c1)N1CCN(CCc2ccccn2)CC1	0.5	-1%	12%	-12%	-6%	-23%	3%	1%	x
4	O=C(c1ccccc1Oc1ccc([N+](=O)[O-])cc1)N1CCOCC1	0.1	-2%	-3%	0%	-9%	-13%	-14%	21%	12%
5	O=C(Oc1ccccc1N1C(=O)C2CC=CCC2C1=O)c1ccc(Br)cc1 (centres undefined)	1.3	-5%	-7%	-23%	-12%	4%	u	47%	14%
6	Cc1ccc(/C=C/S(=O)(=O)NCC(=O)OCC(=O)Nc2c(F)cccc2F)cc1	-0.1	x	x	-13%	-2%	u	7%	x	45%[activator]
7	O=C(NCc1nc2ccccc2[nH]1)C1=C[C@H](C2CC2)C[C@H](OCCCCO)O1	0.0	1%	-3%	-1%	-5%	12%	13%	46%	27%
8	COc1ccc2[nH]c3c(=O)n(Cc4ccc(C(=O)N5CCCC5)cc4)c(=S)[nH]c3c2c1	-0.5	2%	0%	7%	-5%	u	0%	9%	7%
9	O=c1[nH]c(N/N=C/c2ccccc2Br)nnc1-c1ccccc1	0.1	-10%	-17%	0%	0%	-20%	4%	28%	13%
10	NS(=O)(=O)c1ccc(CCNC(=O)CCS(=O)(=O)c2ccc(Br)cc2)cc1	0.2	-6%	9%	-2%	0%	-10%	2%	28µM*	-39%
11	CS(=O)Cc1cc(Oc2ccccc2)nc(-c2ccncc2)n1 (centres undefined)	0.5	1%	-2%	-6%	-2%	-11%	15%	2%	1%
12	CCN(C(=O)COC(=O)c1cnc(C)cn1)c1c(N)n(Cc2ccccc2)c(=O)[nH]c1=O	0.2	x	x	2%	3%	28%	21%	x	12%
13	COc1ccc(N(CC(=O)Nc2ccc3c(c2)OCCO3)S(=O)(=O)c2cccc(C)c2)cc1	0.5	x	x	-12%	0%	25%	1%	x	1%
14	Cc1nc(C(=O)NC2CCOCC2)sc1C1(C)CC(c2cccc([N+](=O)[O-])c2)=NO1 (centres undefined)	0.8	-1%	-10%	-6%	2%	u	28%	2%	-1%
15	CCOC(=O)c1ccc(NC(=O)c2nc[nH]c2C(=O)N2CCN(c3ccccc3)CC2)cc1	1.7	-4%	5%	3%	-25%	16%	1%	-22%	5%
16	CCCCCCCCNC(=O)c1cccnc1SCC(=O)Nc1ccc(OC)cc1OC	0.1	0%	-8%	-5%	-23%	7%	157%[activator]	3%	2%
17	O=S(=O)(Cc1ccccc1)CS(=O)(=O)Cc1ccccc1	x	x	x	-27%	7%	11%	11%	x	x
18	CCCCCc1n[nH]c2c1CCCC2	-0.5	4%	3%	-19%	-6%	179%[activator]	-6%	-12%	-8%
19	Cc1ccc(C(=O)CN(C(=O)c2ccc(Cl)c(Cl)c2)N2C(=O)C3C4C=CC(C4)C3C2=O)cc1 (centres undefined)	1.9	-6%	10%	3%	1%	10%	21%	-22%	-3%
20	Cc1ccc(OCCC(=O)Nc2ccc(S(=O)(=O)Nc3cc(C)nc(C)n3)cc2)cc1	0.4	x	x	-10%	8%	12%	22%	x	0%
21	O=C(O)CCCC(=O)NNc1nc(-c2ccccc2)c2cc(Cl)ccc2n1	-1.1	-12%	-7%	4%	-2%	22%	-5%	10%	32%
22	COCCS(=O)(=O)N(Cc1ccc(Br)cc1)[C@@H](C)C(=O)OC	x	x	x	11%	-5%	-3%	10%	x	3%
23	CC(C)OCCCN1C=C2C(=O)C(C)(OC(=O)CCc3ccccc3)C(=O)C=C2C=C1c1ccc(C#N)cc1 (centres undefined)	0.3	0%[12.4 µM]	-5%	2%	-1%	-14%	86%[activator]	3%	-6%[12.4 µM]
24	CCOC(=O)COc1ccc(Br)cc1/C=C/c1[nH]c(=O)[nH]c(=O)c1[N+](=O)[O-]	0.5	-5%	-11%	-9%	-2%	-28%	u	56µM*	-1%
25	Cc1ccc(-c2nnc(Nc3ccc(F)cc3)c3ccccc23)cc1S(=O)(=O)N1CCN(C)CC1	-0.2	-6%	2%	9%	-5%	7%	39%[activator]	11%	x
26	CN1CCN(S(=O)(=O)c2ccc3c(c2)CC(=O)N3C)CC1	0.9	-4%	-12%	-18%	-14%	-8%	u	33%	-12%
27	CCOc1ccc2[nH]c(=O)c(CN(Cc3ccco3)C(=O)c3cccc(F)c3)cc2c1	-2.0	-1%	-9%	-4%	-6%	x	6%	13%	-1%
28	COC(=O)c1oc2ccc(Br)cc2c1-n1cccc1	-0.2	-8%	u	-23%	3%	0%	7%	26%	10%
29	Cc1ccc(OCc2ccc(C(=O)Nc3ccc(S(N)(=O)=O)cc3)o2)cc1	0.4	-2%	-2%	-2%	0%	-2%	34%[activator]	11%	-5%
30	CC(Cc1ccccc1)C(=O)Nc1ccc(Br)cc1 (centres undefined)	-0.4	-5%	-9%	-8%	-3%	0%	25%	21%	25%
31	O=C1c2ccc(-c3nc4ccccc4o3)cc2C(=O)N1Cc1ccccc1	x	x	x	-11%	7%	-22%	1%	x	x
32	Cc1ccc(P(=Nc2ccccc2)(N2CCOCC2)N2CCOCC2)o1	0.3	1%	-9%	-13%[60.1 µM]	x	6%	3%	0%	0%
33	O=C(Nc1ccnn1C1CCN(Cc2ccc(Cl)cc2)CC1)C1CCCC1	0.3	-1%	-10%	-2%	6%	-20%	28%	-8%	-8%
34	CC1CCN(c2ccc(C(=O)NCc3cccs3)cn2)CC1	-0.1	-9%	u	-10%	x	-6%	0%	15%	1%
35	CC(C)c1cccc(C(C)C)c1NC(=O)COC(=O)[C@H](C)NC(N)=O	-2.4	0%	3%	-4%	u	-7%	44%[activator]	2%	1%
36	CCc1ccc(NC(=O)Cn2c(=O)n(-c3cc(OC)c(OC)c(OC)c3)c(=O)c3ccccc32)cc1	1.3	-4%	-6%	5%	-6%	-9%	8%	3%	x
37	O=C(CN(C(=O)CCC(=O)Nc1nccs1)c1ccccc1F)NCC1CCCO1 (centres undefined)	1.2	-1%	2%	-5%	-6%	1%	4%	-21%	1%
38	CC1COC(=O)C(NNc2ccc(Cl)c(Cl)c2)=N1 (centres undefined)	1.1	0%	-14%	-11%	-11%	u	u	2%	2%
39	Cc1cccc(NC(=O)NNS(=O)(=O)c2ccc(F)cc2)c1	-0.4	3%	-11%	-6%	2%	6%	3%	18%	-4%
40	Fc1ccc(N/N=C2/CC(c3ccccc3)Oc3ccccc32)c(F)c1 (centres undefined)	0.0	-2%	u	-20%	-1%	u	20%	17%	3%
41	CSc1ccc(CNC(=O)c2ccccc2NC(=O)c2nsc3ccccc23)cc1	-0.2	-6%	11%	-13%[60.1 µM]	1%	-25%	-6%	5%	x
42	O=C(Nc1cc(Cl)ccc1Cl)C1CCCO1 (centres undefined)	0.0	-4%	u	-14%	-5%	u	132%[activator]	4%	3%
43	CCN1C[C@@H]2[C@@H]3C(=O)N(Cc4ccccc4)C(=O)[C@@H]3[C@](Cc3ccccc3)(C1=O)N2C(=O)c1ccc(C)cc1	x	x	x	-1%	4%	-41%	16%	x	x
44	Cc1ccc(-c2onc(C)c2C)cc1S(=O)(=O)NC1CCCCC1	-0.3	-8%	0%	-11%	-4%	-31%	-4%	15%	x
45	Cc1cc2c(cc1NC(=O)c1ccccc1Cl)n(C)c(=O)c(=O)n2C	-0.3	-1%	-10%	0%	1%	0%	42%[activator]	17%	x
46	Cc1ccc(-n2c(=O)[nH]cc(C(=O)Nc3ccc4c(c3)OCCO4)c2=O)cc1C	0.4	-7%	-12%	-7%	x	-16%	21%	2%	-1%
47	O=C(COC(=O)c1ccc(C(F)(F)F)cc1)NC(=O)NC1CCCC1	0.0	x	x	-6%	4%	2%	-5%	x	5%
48	O=C(c1cccnc1)N1CCN(Cc2ccc3ccccc3c2)CC1	0.3	-2%	0%	-8%	-8%	u	-11%	1%	33%

The list is partial; the hit share may differ from the screen's.
